Assay outcomes deposited in PubChem BioAssay by Broad Institute.
esBAF inh = inhibitors of esBAF chromatin remodeling in mouse ES cells | Bmi1-luciferase knock-in reporter, 24 h; 100% = twice the neutral-well signal | reporter increase, % at 12.5 µM | 2% of 350,000 active; in the data active = activation above about 40%; inconclusive = no clear call, values can overlap the other calls;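 note: 0% = median of the plate's neutral control wells and 100% = double that signal; a rise in the Bmi1 reporter signal indicates esBAF inhibition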
ERp5 inh = ERp5 (human) disulfide isomerase inhibition | ERp5 insulin aggregation, absorbance 650 nm, 90 min | inhibition, % at 9.99 µM | 0.05% of 350,000 active;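 active = mean replicate inhibition above about 25%, with every replicate also reaching it, limit read from the data, passing the limit was not always enough; inconclusive = only one of those two criteria met; inactive = neither criterion met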
PglD DTNB = PglD (C. jejuni) enzyme inhibition; 0.098% of 360,000 active; purified PglD enzyme, DTNB colorimetric CoA detection; AID 602405; inhibition, % at 12.5 µM; in the data active = inhibition above about 16%, passing the limit was not always enough; inconclusive = no clear call, values can overlap the other calls; note: strong numbers were not always called active
RAD52 inh = blocks human RAD52 DNA annealing; 0.46% of 360,000 active; P43351; inhibition, % at 18.7 µM; AID 651710; recombinant RAD52 DNA annealing, FRET fluorescence;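 active = every replicate showing at least 50% inhibition; inconclusive = mean inhibition at least 50% but not in every replicate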
CASP6 VEID inh = inhibitors of human caspase-6; purified caspase-6, Z-VEID-R110 cleavage fluorescence; P55212; inhibition, % at 12.5 µM; AID 686996; 0.53% of 350,000 active;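 active = mean inhibition across replicates at least about 35%, with every replicate also reaching that limit, limit read from the data; inconclusive = only one of the two criteria met; inactive = neither criterion met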;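 note: 0% = median of neutral control wells and 100% = no fluorescence left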
Target sequence (P55212 24-179 limits assumed): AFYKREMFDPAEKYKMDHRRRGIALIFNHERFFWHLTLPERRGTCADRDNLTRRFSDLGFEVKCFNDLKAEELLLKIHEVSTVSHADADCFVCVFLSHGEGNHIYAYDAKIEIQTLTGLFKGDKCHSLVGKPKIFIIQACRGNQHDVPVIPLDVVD
Target sequence (P55212 194-293 limits assumed): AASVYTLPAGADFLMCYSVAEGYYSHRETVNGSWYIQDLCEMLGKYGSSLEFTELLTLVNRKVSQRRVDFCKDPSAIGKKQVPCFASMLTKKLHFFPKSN
RAD54 inh = inhibitors of human RAD54 branch migration; Q92698; RAD54 Holliday junction branch migration, FAM/BHQ fluorescence; inhibition, % at 10.4 µM; 0.14% of 360,000 active; AID 602329;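 active = mean normalized replicate activity at least 40 and at least half of replicates scoring 40 or more; inconclusive = only one of the two criteria met; inactive = mean below 40 and under half of replicates reaching 40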;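 note: 0% = median of neutral control wells and 100% = median of positive control wells; inhibitors cause a drop in the FAM fluorescence signal; in these data hits start at about 50%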
E-selectin induc = E-selectin induction on HUVECs | 0.37% of 260,000 active | HUVEC E-selectin immunofluorescence imaging; normalized: neutral wells 0, TNF-alpha wells 100 | AID 686992 | P16581 | activation, % at 7.58 µM;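 active = mean E-selectin-positive cell signal at least 10% of the positive control, reached in at least 60% of replicates, without over 20% cell loss; inconclusive = no rule given, readout overlaps actives, possibly toxicity-flagged; inactive = the rest, including those meeting only one limit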;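 note: in these data hits start at about 27%; measured in HUVEC primary endothelial cells; signal is the percent of cells scored E-selectin positive by PE staining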
Target sequence (P16581 whole entry, looked up): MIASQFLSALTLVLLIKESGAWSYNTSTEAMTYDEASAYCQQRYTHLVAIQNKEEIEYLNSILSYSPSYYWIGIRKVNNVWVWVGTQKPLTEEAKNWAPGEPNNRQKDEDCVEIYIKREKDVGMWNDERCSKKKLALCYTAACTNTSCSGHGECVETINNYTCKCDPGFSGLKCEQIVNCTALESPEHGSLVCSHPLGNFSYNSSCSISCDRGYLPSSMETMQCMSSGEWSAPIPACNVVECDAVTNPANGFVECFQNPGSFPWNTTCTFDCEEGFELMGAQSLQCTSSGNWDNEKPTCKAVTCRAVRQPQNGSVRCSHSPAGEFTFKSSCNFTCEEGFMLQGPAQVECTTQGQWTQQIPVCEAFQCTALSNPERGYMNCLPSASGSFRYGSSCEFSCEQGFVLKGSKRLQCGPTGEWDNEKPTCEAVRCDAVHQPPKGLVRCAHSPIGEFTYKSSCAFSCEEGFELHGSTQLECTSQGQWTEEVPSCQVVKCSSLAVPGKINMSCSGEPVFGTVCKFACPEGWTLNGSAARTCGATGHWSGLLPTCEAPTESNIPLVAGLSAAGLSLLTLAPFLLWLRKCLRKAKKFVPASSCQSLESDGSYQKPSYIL
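System: HUVEC, human umbilical vein endothelial cells; quantity: 3,000 cells/well; buffer or medium: EGM-2 medium, gelatin-coated wells; dosing: single-point compound dose; detection: immunofluorescence imaging; evaluation: % PE-positive cells; benchmarks: TNF-alpha, DMSO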
ARNT-TACC3 inh = disruptors of human ARNT/TACC3 interaction. Q9Y6A5. AlphaScreen His-ARNT PAS-B/GST-TACC3 binding, luminescence; TACC3 fragment carries E629A point mutation. inhibition, % at 9.99 µM. 0.66% of 390,000 active;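 active = mean inhibition of replicates at least 50% and at least half of replicates each reaching 50%; inconclusive = half or more replicates reach 50% but mean below 50%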;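 note: 0% = complete ARNT plus TACC3 wells and 100% = ARNT alone without TACC3; many hits fall short of the cut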
The depositor's hits bear a star; ? = inconclusive; / = no result given. Hits appear at their usual frequency. Share with any hit: about 3.2%.

compound,ARNT-TACC3 inh,E-selectin induc,PglD DTNB,RAD52 inh,CASP6 VEID inh,esBAF inh,RAD54 inh,ERp5 inh
Cc1ccc(S(=O)(=O)NCC(=O)N(CC(=O)NCc2ccco2)Cc2cccs2)cc1,-3.3,/,-4.4,-12.5,24.2,-14.0,6.5,-0.3
CCCC#Cc1cnc2c(c1)C(=O)N([C@H](C)CO)C[C@@H](C)[C@H](CN(C)Cc1ccncc1)O2,/,-0.5,-1.5,-0.8,-4.2,-0.4,-4.4,-2.3
COc1cc(/C=N/NC(=O)c2[nH]nc3c2CCc2ccccc2-3)ccc1O,29.2,/,0.3,-8.1,0.3,20.3,-0.6,1.7
Cc1cc(Cl)ccc1OCC(=O)Nc1cccc(S(=O)(=O)NC2=NCCCCC2)c1,1.6,1.8,1.5,-7.1,1.5,/,4.3,-0.7
Nn1c(COc2ccccc2)nc2ccccc2c1=O,-8.3,/,-4.4,/,/,31.9,-5.6,/
C[C@@H]1CN([C@@H](C)CO)C(=O)CCCn2cc(nn2)CO[C@@H]1CN(C)Cc1ccccc1,-6.1,0.1,-1.5,-16.3,-2.0,-1.1,9.3,-0.1
Cc1ccc(CNC(=O)c2ccc(OCC(C)C)cc2)n1C,8.3,0.0,0.1,-22.1,1.0,6.8,4.4,1.2
C[C@H](CO)N1C[C@H](C)[C@H](CN(C)Cc2ccc(Cl)c(Cl)c2)OCCCC[C@H](C)Oc2ccc(NS(=O)(=O)c3ccc(F)cc3)cc2C1=O,/,-0.2,3.6,6.5,-1.1,-0.6,3.8,-1.0
C#CCOCCOCCOCCNc1nc(N2CCN(C(=O)[C@H](C(C)C)n3cc(CCO)nn3)CC2)nc(N2CCN(C(=O)[C@H](Cc3ccc(O)cc3)n3cc(CCO)nn3)CC2)n1,-8.8,0.1,6.9,-8.2,-0.1,/,-10.5,-3.3
CCOc1ncccc1C(=O)OCC(=O)c1c[nH]c2ccccc12,5.1,-0.2,-9.4,-39.0,-2.5,5.2,-7.1,-1.4
COc1ccc(NC(=O)N(C)C[C@@H]2Oc3ccc(NC(=O)Nc4ccc5c(c4)OCO5)cc3C(=O)N([C@H](C)CO)C[C@@H]2C)cc1,6.6,0.0,2.9,6.6,3.0,7.6,0.7,0.3
CCOc1ccc(NC(=O)Nc2ccccc2C(N)=O)cc1,/,/,2.3,-10.6,3.0,8.2,-2.3,-0.2
CC1=NN(S(=O)(=O)c2ccc(C)cc2)C(=O)c2ccccc2O1,-2.5,1.2,-8.0,-6.2,1.7,-2.1,-5.1,-2.9
Cc1ccc2c(c1)N(CCCC(=O)Nc1cccc(C(F)(F)F)c1)C(=O)CO2,2.3,/,-3.2,-82.9,-1.0,0.8,-3.3,-6.3
O=C(Cc1cccnc1)N1CC(=O)N2[C@H](CO)[C@@H](c3ccc(C#CC4CCCC4)cc3)[C@H]2C1,/,0.6,/,-21.1,-0.6,/,/,-11.1
COc1ccc(-c2ccccc2)cc1NC(=O)[C@@H]1O[C@H](CO)[C@@H](O)[C@H]1O,/,-0.1,-7.1,-2.2,1.8,-11.2,-6.0,-5.0
O=C(c1ccccc1F)N1CCN(S(=O)(=O)c2ccc3ccccc3c2)CC1,-2.1,/,0.4,-2.4,-0.9,2.4,0.6,-0.9
COc1ccc(NS(=O)(=O)c2cccc(C(=O)NCC(c3ccc(OC)cc3)N3CCCC3)c2)cc1 (stereo unspecified),6.8,/,/,-150.9,-110.0,/,/,2.1
Cc1ccc(C2(C)NC(=O)N(CC(=O)NC(C)c3ccccc3)C2=O)cc1 (stereo unspecified),-2.3,/,-2.8,-18.4,-1.6,-10.9,9.3,0.1
C[C@@H](O)Cc1cn(CC(=O)NCCCCCCCCCCC(=O)N2CCNCC2)nn1,0.9,0.0,-3.0,20.4,-11.3,1.6,7.7,3.5
CC=Cc1ccc2n(c1=O)C[C@@H]1[C@@H](CO)[C@H](C(=O)NCC(F)(F)F)[C@H]2N1C(=O)C1CCCCC1 (mixture of isomers),-2.6,0.0,-1.9,36.4,-0.7,4.3,0.7,-5.3
O=C(COC(=O)CNC(=O)c1ccccc1)NC1CCCC1,8.2,-0.1,6.9,7.4,-5.8,7.3,-7.6,-1.5
COc1cccc(-c2nc(N3CCN(C)CC3)c3ccccc3n2)c1O,17.3,/,/,87.1*,-1.5,14.4,/,-0.5
CCCCCN(C(=O)Cc1c(C)n(CCCCC)c2ccccc12)c1ccc(Oc2cccnc2)c(C)c1,/,-0.6,/,-28.1,-0.3,/,/,7.2
CC(C)C(=O)Nc1ccc2c(c1)C(=O)N(C)[C@H]1CC[C@H](CC(=O)Nc3ccc(Cl)cc3)O[C@@H]1CO2,-2.3,0.6,0.6,-4.3,3.6,1.0,1.7,0.2
CC(C)(C)C(=O)N1CCN(c2nc3ccc(Br)cc3s2)CC1,-29.4,/,-3.6,-10.3,-2.0,92.6*,-3.8,-4.5
C[C@@H]1CN([C@H](C)CO)C(=O)c2cccc(NC(=O)C3CCOCC3)c2O[C@H]1CN(C)Cc1ccncc1,-3.6,-1.6,0.9,6.7,0.8,-3.4,-2.5,-1.4
COc1ccc(NC(=O)N(C)C[C@@H]2Oc3ccc(NS(=O)(=O)c4ccc(OC)cc4)cc3C(=O)N([C@H](C)CO)C[C@H]2C)cc1,0.5,-0.4,1.1,6.2,0.3,-6.0,2.0,-4.9
C[C@@H]1CN([C@H](C)CO)C(=O)Cc2cc(NC(=O)C3CCCCC3)ccc2O[C@H]1CN(C)S(=O)(=O)c1ccc(Cl)cc1,3.9,/,2.7,4.8,-3.0,0.5,1.4,-2.4
O=C(CN1CCOCC1)NCC[C@H]1CC[C@H](NC(=O)Nc2ccc(C(F)(F)F)cc2)[C@@H](CO)O1,-10.0,-0.1,-3.3,1.1,-5.5,-1.0,0.6,0.6
Cc1c(NC(=O)Cn2ccc([N+](=O)[O-])n2)c(=O)n(-c2ccccc2)n1C,-8.8,/,-6.3,/,/,3.5,-4.9,/
Cc1ccc(N2C(=O)CC(Sc3nccc(C)n3)C2=O)cc1 (stereo unspecified),0.4,/,5.1,-1.2,-2.4,-8.7,-17.6,-3.2
COc1ccc(NC(=O)N2CCC3(CC2)CN(C(=O)C2CCC2)[C@@H](CO)c2c3c3ccc(OC)cc3n2C)cc1,/,-0.1,/,6.4,0.9,/,/,-1.2
Cc1ccccc1S(=O)(=O)N[C@@H]1CC[C@@H](CCn2cc(-c3ccccc3)nn2)O[C@@H]1CO,-11.7,-0.7,-1.5,1.0,-0.3,9.0,-2.9,0.0
O=C(COc1ccccc1F)Nc1nnc(-c2ccncc2)s1,0.5,/,0.3,/,/,-11.5,-9.2,/
O=C(C1CCCCC1)N1CCC2CC1c1cc(Cl)ccc12 (stereo unspecified),-1.8,0.1,2.3,-5.7,4.4,3.6,1.6,-5.3
CCOC(=O)N1CCc2c(sc(NC(=O)C3=COCCO3)c2C(N)=O)C1,2.3,/,-2.1,-7.7,1.9,15.2,11.1,0.0
COc1ccc(C(=O)OCC(=O)NC(C)CCc2ccccc2)cc1OC (stereo unspecified),-1.1,/,1.3,-0.3,-0.1,-2.4,-2.7,0.9
CCCNC(=O)N1CC2(CN(Cc3cccnc3)C2)c2c(n(C)c3cc(OC)ccc23)[C@@H]1CO,/,-0.1,/,-5.3,-6.4,/,/,-7.3
CCn1cc(C(=O)N2CCN(c3ccc(OC)cc3)CC2)c2cc(OC)c(OC)cc2c1=O,-4.4,/,/,6.3,3.3,/,/,0.0
Cc1ccc(C)c(NC(=O)CN2C(=O)COc3ccc(S(=O)(=O)N4CCCC4)cc32)c1,0.5,/,0.8,1.2,0.2,2.9,-7.1,-5.7
Cc1ccc2nc(NC3=NC4(CCCC4)C4=C(CCCC4=O)N3)oc2c1,/,/,-10.3,-16.1,0.5,12.7,-0.3,2.9
Cc1ccc(S(=O)(=O)NC(N)=NCCc2ccccc2)cc1C,-0.2,-0.1,/,-1.7,-1.6,/,/,4.5
COc1ccc(CN(C)C[C@H]2Oc3ccc(NC(=O)C4CC4)cc3CC(=O)N([C@@H](C)CO)C[C@@H]2C)cc1,11.9,0.4,6.0,15.5,1.3,-5.8,1.3,-0.4
CCN(CC(=O)Nc1ccccc1C(F)(F)F)C(=O)CSCc1ccc(C)cc1,-0.7,/,/,-8.8,4.6,/,/,-7.8
Cc1noc(C)c1NC(=O)Nc1ccc2c(c1)C(=O)N([C@@H](C)CO)C[C@@H](C)[C@H](CN(C)CC1CCCCC1)OCCCC[C@H](C)O2,2.9,1.1,2.0,17.2,2.4,0.0,6.1,-1.6
C[C@H](CO)N1C[C@H](C)[C@@H](CN(C)C(=O)Cc2ccccc2)OCc2ccccc2-c2ccccc2C1=O,-6.8,2.3,3.8,14.5,0.4,2.1,-0.7,-5.6
COc1ccc(CC(=O)Nc2cccc(-c3nnc(-c4ccccc4)o3)c2)cc1OC,-17.7,/,-0.8,-23.4,6.9,11.3,-29.9,-7.0
COCc1cccc(N2C(=O)CC(C3C=C(C)C4C(=O)N(c5cccc(COC)c5)C(=O)C4C3)C2=O)c1 (stereo unspecified),-3.5,/,-5.2,-7.6,17.6,-0.8,3.6,-3.4
CCOc1cc2c(cc1OC)C(NC(=O)c1ccco1)CC2=O (stereo unspecified),-10.3,-0.2,2.2,-24.3,0.4,3.3,5.6,0.7

(list continues)
compound,ARNT-TACC3 inh,E-selectin induc,PglD DTNB,RAD52 inh,CASP6 VEID inh,esBAF inh,RAD54 inh,ERp5 inh
O=C(O)CCC(=O)c1ccc(C2CCCCCC2)cc1,/,-0.2,/,-18.0,-2.9,/,/,8.7
COc1ccc(CN(C)C[C@@H]2Oc3ccc(NS(=O)(=O)c4c(C)noc4C)cc3CC(=O)N([C@@H](C)CO)C[C@@H]2C)cc1,/,-0.3,/,8.1,-0.8,1.9,/,-5.7
C[C@H](CO)N1C[C@H](C)[C@@H](CN(C)CC2CCCCC2)Oc2c(NC(=O)Nc3ccc(C(F)(F)F)cc3)cccc2C1=O,1.6,-0.4,-0.1,12.0,-2.7,12.5,-2.8,5.2
COc1ccc(C(CNC(=O)Cc2ccc(-c3ccccc3)cc2)N(C)C)cc1 (stereo unspecified),18.8,/,1.9,-17.7,-8.8,-4.9,0.4,3.1
COc1ccc(Cl)cc1NC(=O)c1nnn(CC(=O)Nc2ccc(OC)c(OC)c2)c1N,-1.9,/,3.0,-18.7,-3.7,-2.3,-0.6,-8.3
C[C@@H]1CN([C@@H](C)CO)C(=O)CCCn2cc(nn2)CO[C@H]1CN(C)Cc1cccnc1,3.9,0.1,-2.4,7.3,0.4,-3.6,4.6,-2.6
COc1ccc(CN(C)C[C@@H]2Oc3c(NS(=O)(=O)c4c(C)noc4C)cccc3C(=O)N([C@H](C)CO)C[C@@H]2C)cc1,-8.4,0.3,-10.6,-14.8,-2.0,-1.1,-0.4,-4.5
CC(CN1CCCCC1)OC(=O)c1cccc(F)c1 (stereo unspecified),-1.4,0.4,-4.5,-21.6,-3.1,10.3,-4.3,3.3
O=C(COC(=O)c1cc2ccccc2oc1=O)Nc1cccc(S(=O)(=O)N2CCCCCC2)c1,-5.0,/,2.3,/,/,?,8.9,/
